ZTA counter: counter-screen for EBNA-1 inhibitors: inhibitors of Epstein-Barr virus ZTA. P03206. ZTA-DNA binding, fluorescence polarization. inhibition, % at 11 µM. actives 0.15% (n = 320,000); in the data active = inhibition above about 33%
Target sequence (P03206 whole entry, looked up): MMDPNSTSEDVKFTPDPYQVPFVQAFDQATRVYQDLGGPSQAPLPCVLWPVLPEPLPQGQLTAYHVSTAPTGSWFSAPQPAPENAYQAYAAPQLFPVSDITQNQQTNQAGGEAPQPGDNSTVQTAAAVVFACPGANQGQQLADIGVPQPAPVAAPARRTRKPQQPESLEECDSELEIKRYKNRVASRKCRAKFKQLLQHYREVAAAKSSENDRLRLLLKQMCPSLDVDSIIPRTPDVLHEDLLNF
PP5 primary: PP5 phosphatase inhibitors, primary screen, biochemical, fluorescence. inhibition, % at 6.7 µM. Serine/threonine-protein phosphatase 5 (Homo sapiens), P53041. actives 0.18% (n = 320,000). purified PP5c, OMFP substrate fluorescence;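 active = inhibition above the campaign's mean inhibition across all tested compounds plus 3 SD, cut at about 9.5% in these data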;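 note: 0% = DMSO only and 100% = 100 µM cantharidin control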
EBNA-1 inh: EBNA-1 DNA-binding inhibitors, primary screen, biochemical, fluorescence polarization | actives 0.34% (n = 300,000) | inhibition, % at 14.8 µM | AID 1950, 2009; in the data active = inhibition above about 28%
Yeast superoxide: reduction of superoxide in aged yeast, primary screen, HTS; S. cerevisiae aged cells, superoxide DHE fluorescence; active compounds read low; actives 0.18% (n = 330,000); superoxide response (% of plate mean), % at 10 µM; AID 2690, 2010;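 active = superoxide response under a set limit, about three screen SD below normal, cut at about 65% in these data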;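 note: yeast aged for seven days with compound at 30 °C before DHE staining; 100% = average MFI of all compound-treated wells on the plate with controls excluded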
CTSL1 counter: Fasciola hepatica cathepsin L1 inhibitors, primary screen, counter-screen for PFM18AAP inhibitor project, biochemical, QFRET, fluorogenic peptide substrate; recombinant F. hepatica cathepsin L1, Z-Leu-Arg-MCA fluorescence; inhibition, % at 5.96 µM; actives 0.49% (n = 300,000);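 active = inhibition above the mean of all tested compounds plus 3 SD, set per screening campaign, cut at about 17% in these data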;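 note: 0% = plate median of test compound wells and 100% = 1 µM Z-Phe-Ala-diazomethylketone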
HCV core dimer: inhibitors of HCV core protein dimerization, primary screen, biochemical, TR-FRET, high-throughput. TR-FRET GST/Flag-core106 dimerization, 1536-well. inhibition, % at 5 µM. actives 0.33% (n = 300,000). AID 1899, 2009;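 active = inhibition above the mean of all tested compounds plus 3 SD, set per screening campaign, cut at about 45% in these data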
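Test system: GST/Flag-tagged HCV core106 proteins; Medium: KF-containing HEPES buffer, pH 7.45, DTT, CHAPS, BSA; Times: compound-protein-antibody incubation 4 h at 22.5 °C; Detection: TR-FRET 671 and 617 nm emission; Benchmarks: wells lacking GST-core106 and wells with excess unlabelled core106.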
PP1 counter: PP1-alpha phosphatase inhibitors, primary screen, counter-screen for PP5 inhibitor project, biochemical, fluorescence, OMFP substrate, single point; actives 0.9% (n = 320,000); AID 2235, 2010; Serine/threonine-protein phosphatase PP1-alpha catalytic subunit (Homo sapiens), P62136; inhibition, % at 6.7 µM; purified PP1alpha;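 active = inhibition above the mean inhibition of all tested compounds plus 3 SD, computed separately for each screening campaign, cut at about 15% in these data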
Target sequence (P62136 whole entry, looked up): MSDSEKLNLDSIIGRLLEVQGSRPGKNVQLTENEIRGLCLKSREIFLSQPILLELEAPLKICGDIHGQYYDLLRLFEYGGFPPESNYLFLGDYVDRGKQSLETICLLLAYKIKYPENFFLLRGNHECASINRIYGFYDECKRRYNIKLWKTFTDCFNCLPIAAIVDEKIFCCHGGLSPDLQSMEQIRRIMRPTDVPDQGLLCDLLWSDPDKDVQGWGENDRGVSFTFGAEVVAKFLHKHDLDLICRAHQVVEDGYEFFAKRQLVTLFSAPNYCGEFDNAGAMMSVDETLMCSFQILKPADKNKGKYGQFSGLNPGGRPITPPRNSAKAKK
JMJD2C inh: inhibitors of GASC-1 histone demethylase, primary screen, biochemical, fluorescence, DELFIA europium. GST-JMJD2C(1-420) H3K9me3 demethylation. inhibition, % at 2.35 µM. AID 2099, 2009. actives 0.069% (n = 330,000). Lysine-specific demethylase 4C (Homo sapiens), Q9H3R0;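 active = more than half of a compound's replicate wells show inhibition beyond 50%, single wells judged on their own value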;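 note: signal counts dimethyl H3K9 product captured on neutravidin plate; 0% = median of DMSO wells and 100% = 0.3 times that DMSO median; strong numbers were not always called active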
Target sequence (Q9H3R0 1-420 limits assumed): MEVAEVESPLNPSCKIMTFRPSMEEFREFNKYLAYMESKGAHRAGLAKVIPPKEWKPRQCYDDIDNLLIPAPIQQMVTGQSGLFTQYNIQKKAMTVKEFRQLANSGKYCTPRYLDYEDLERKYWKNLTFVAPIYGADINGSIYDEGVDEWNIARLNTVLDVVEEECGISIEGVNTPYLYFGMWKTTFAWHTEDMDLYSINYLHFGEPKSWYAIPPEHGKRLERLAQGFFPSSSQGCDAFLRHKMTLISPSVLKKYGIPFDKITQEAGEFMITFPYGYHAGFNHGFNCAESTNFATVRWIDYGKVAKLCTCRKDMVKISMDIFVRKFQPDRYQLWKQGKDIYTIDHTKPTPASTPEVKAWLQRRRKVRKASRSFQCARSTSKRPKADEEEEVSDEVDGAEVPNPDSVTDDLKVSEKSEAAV
TPT1 inh: Candida albicans TPT1 enzyme inhibitors, primary screen, biochemical, fluorescence polarization | recombinant caTPT1, FP RNA substrate dephosphorylation | actives 0.81% (n = 300,000) | inhibition, % at 5 µM | tRNA 2'-phosphotransferase TPT1 (Candida albicans SC5314);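 active = inhibition above the mean of all tested compounds plus 3 SD, set per screening campaign, cut at about 24% in these data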;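 note: plate controls were DMSO alone for no effect and ferristatin control at 100 nM for full effect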
The depositor's hits bear a star; i = inactive; x = not tested or not shown.

SMILES | ZTA counter | PP5 primary | EBNA-1 inh | Yeast superoxide | CTSL1 counter | HCV core dimer | PP1 counter | JMJD2C inh | TPT1 inh
COc1ccc(Nc2nc(N)nc(CSc3n[nH]c(-c4ccccc4)n3)n2)cc1 | -12 | 3.0 | 4 | 101 | 5 | -10 | 6 | 5 | 3
C=CCN1C(=O)C(O)(CC(=O)c2ccc(OC)cc2OC)c2cc(Br)ccc21 (centres undefined) | -12 | 4.4 | -6 | 106 | 1 | 2 | 0 | -8 | -2
Cc1ccc(CS(=O)Cc2ccc(C(=O)N3CCN(c4ccccn4)CC3)o2)cc1 (centres undefined) | 0 | 1.8 | -2 | 113 | -3 | 6 | -4 | 1 | -6
CCOC(=O)C1CCCN(C(=O)C(=O)Nc2ccc3nc4n(c(=O)c3c2)CCCCC4)C1 (centres undefined) | 0 | 0.8 | -13 | 111 | 5 | -5 | -3 | 24 | -3
O=C1CC(N2CCc3ccccc32)C(=O)N1c1ccc(F)cc1 (centres undefined) | 6 | 0.9 | 2 | 87 | 0 | -4 | -1 | 2 | 0
O=c1c2ccccc2nc(-c2ccc(Cl)cc2Cl)n1CCCn1ccnc1 | -6 | 3.4 | -13 | 110 | -2 | 1 | -2 | 3 | 0
COc1cccc(C2=NOC(C(=O)NCc3ccco3)C2)c1 (centres undefined) | 9 | 2.6 | 1 | 100 | 0 | -1 | -7 | 1 | -1
N#Cc1ccc(OCC(=O)OCC(=O)Nc2cc(C(F)(F)F)ccc2N2CCOCC2)cc1 | -6 | 1.7 | -8 | 83 | -1 | -3 | 1 | -9 | 1
COc1ccc(NC(=O)N(CCCN(C)C)Cc2cc3cc(OC)ccc3[nH]c2=O)cc1 | 3 | 0.2 | -12 | 89 | 4 | -4 | -2 | 10 | 0
COc1ccc(/C=N/NC(=O)c2nnn(-c3nonc3N)c2CN(C)C2CCCCC2)cc1 | -1 | -0.9 | -19 | 102 | -4 | 0 | 0 | 6 | 1
Cc1cc(Cl)c(OCCn2ccnc2)c(Br)c1 | -12 | 2.4 | -10 | 104 | 1 | 5 | 2 | -3 | 3
N#Cc1ccccc1OCC(=O)OCCCOC(=O)COc1ccccc1C#N | -17 | 5.5 | -3 | 93 | -1 | 2 | 2 | 8 | -1
Cc1ccc(NC(=O)C2CCN(S(=O)(=O)c3cccs3)CC2)c(O)c1 | -5 | 2.9 | -6 | 105 | 1 | 7 | -2 | 7 | 0
COc1cc(C(=O)NCCCNc2nc3cc(C)cc(C)c3cc2C#N)cc(OC)c1OC | -3 | 4.2 | -17 | 108 | 7 | 3 | -1 | -8 | 4
COc1ccc(/C(O)=C2/C(=O)C(=O)N(CCN(C)C)C2c2cccnc2)cc1C (centres undefined) | 0 | -1.2 | 1 | 108 | -2 | -5 | -3 | 6 | -2
CCOC(=O)c1c(NC(=O)c2ccncc2)sc(C)c1C | 6 | 0.5 | 7 | 128 | 5 | -2 | -3 | -2 | -4
O=C1c2ccccc2C(=O)N1CCCn1nnc(-c2ccc(N3CCOCC3)cc2)n1 | -7 | 1.1 | -10 | 101 | -1 | 3 | -4 | 85 | 1
N#C/C(=C\c1ccc(OC(=O)c2ccccn2)cc1)C(N)=O | 15 | 0.5 | 7 | 106 | 3 | 1 | -3 | 12 | -6
COc1ccc(NC(=O)C23CCC(C2)C(C)(C)C3=O)cc1 (centres undefined) | 10 | 0.2 | -10 | 104 | -5 | -6 | -3 | 12 | 1
N/C(=N\S(=O)(=O)c1cc(C(F)(F)F)cc(C(F)(F)F)c1)c1ccccc1 | -12 | 7.1 | -1 | i | 6 | -6 | 1 | 37 | -2

Part of the list above, with two lines to a compound.
Second line of a record – ZTA counter	PP5 primary	EBNA-1 inh	Yeast superoxide	CTSL1 counter	HCV core dimer	PP1 counter	JMJD2C inh	TPT1 inh
- CCOC(=O)c1c(NC(=O)c2ccncc2)sc(C)c1C
 : 6	0.5	7	128	5	-2	-3	-2	-4
- COc1ccc(/C(O)=C2/C(=O)C(=O)N(CCN(C)C)C2c2cccnc2)cc1C (centres undefined)
 : 0	-1.2	1	108	-2	-5	-3	6	-2
- Cc1cc(Cl)c(OCCn2ccnc2)c(Br)c1
 : -12	2.4	-10	104	1	5	2	-3	3
- N#Cc1ccccc1OCC(=O)OCCCOC(=O)COc1ccccc1C#N
 : -17	5.5	-3	93	-1	2	2	8	-1

Other results.
SMILES | ZTA counter | PP5 primary | EBNA-1 inh | Yeast superoxide | CTSL1 counter | HCV core dimer | PP1 counter | JMJD2C inh | TPT1 inh
O=C(Nc1cccc(Cl)c1)c1cc(F)cc2c1OCOC2 | -8 | 2.0 | 1 | 104 | -4 | 2 | -4 | -7 | 0
CCN(CCCNC(=O)CCCOc1cc(=O)n(C)c2ccccc12)Cc1ccccc1 | -3 | 3.5 | 0 | 92 | 0 | -3 | 0 | 7 | 0
COc1cc(C(=O)Nc2cc(C(F)(F)F)ccc2-n2cncn2)cc(OC)c1OC | 26 | -0.3 | 6 | 115 | 1 | -5 | -4 | 0 | -4
COc1cccc(NC(=O)C2C3C=CC(O3)C2C(=O)O)c1 (centres undefined) | -14 | 24* | 4 | 98 | 2 | 3 | 5 | 0 | 1
Cc1ccc(N(C(=O)c2csnn2)C(C(=O)NC2CCCCC2)c2cccnc2)cc1 (centres undefined) | 4 | -1.0 | -10 | 103 | -5 | -3 | -3 | 0 | -2
NS(=O)(=O)c1cccc(NC(=O)CC2(CC(=O)O)CCCC2)c1 | 6 | 5.1 | -14 | 110 | 1 | -4 | 1 | -33 | 1
Cc1ccc2c(c1)nnn2C1CCN(S(=O)(=O)c2cccc(S(=O)(=O)N(C)C)c2)CC1 | -1 | 2.3 | -6 | 82 | -1 | 11 | 2 | -1 | 3
CN1CCN(C(=O)c2cc3ccccc3[nH]2)CC1 | -10 | 2.1 | -13 | 96 | 4 | -2 | -1 | -1 | 2
COc1cc(/C=C/C(=O)O)cc(S(=O)(=O)Nc2cccc(SC)c2)c1OC | -20 | 6.1 | -2 | 100 | 0 | -2 | 1 | -19 | -1
CC(=O)c1cccc(NC(=O)/C(=C/c2ccco2)NC(=O)c2ccco2)c1 | 22 | -0.6 | 9 | 84 | 2 | 9 | 0 | -1 | 5
Cc1ccccc1-c1nc2cc(Cl)ccc2o1 | 15 | 2.1 | -3 | 100 | -1 | -1 | 0 | 3 | -1
CCOC(=O)C1=C(SCC)c2cc3c(n2C1=O)CCCC3 | 8 | 4.5 | -4 | 103 | 6 | -2 | 2 | -3 | 3
COc1ccc(-c2oc(=O)c3cc(OC)c(OC)cc3c2/C=C/c2ccc(F)cc2)cc1 | 13 | 0.7 | x | 104 | x | x | -6 | -1 | x
CN1/C(=C\C=N\NC(=O)c2ccc(O)cc2)C(C)(C)c2ccccc21 | -4 | -1.1 | 5 | 108 | 0 | -17 | 2 | 7 | -13
CC1=NNC(=O)/C1=C\c1cn(-c2ccccc2)nc1-c1ccc(Cl)cc1 | 0 | 0.9 | -1 | 97 | 0 | 22 | 3 | -8 | -1
O=C1CC(Cc2ccccc2)C(=O)N1c1ccccn1 (centres undefined) | -7 | -0.6 | 7 | 94 | -5 | 2 | -11 | 4 | -5
COc1cc(C(=O)N/N=C/c2coc3ccc(Cl)cc3c2=O)ccc1O | 2 | -0.5 | -11 | 99 | 2 | 0 | -11 | -8 | 3
Cc1ccccc1Cc1c(C)nc2c(C(=O)N3CCN(Cc4ccc5c(c4)OCO5)CC3)cnn2c1C | -21 | 1.5 | -7 | 94 | -2 | 8 | -2 | 16 | 2
CN(C)Cc1cc(O)c(CN(C)C)cc1O | 5 | 0.6 | 9 | 82 | 5 | 1 | -3 | 3 | -18
CCn1c(SCC(=O)N2CCCc3ccccc32)nc2c(c1=O)SC(C)C2 (centres undefined) | -1 | 3.1 | -7 | 95 | 1 | 0 | 1 | x | 0
Cn1c(C(=O)NCCC2=CCCCC2)cc2c(=O)n3ccccc3nc21 | 4 | 4.8 | -9 | 103 | 4 | 2 | 1 | -34 | -1
CCN(CC)S(=O)(=O)c1cccc(C(=O)N/N=C/c2ccc(N3CCOCC3)cc2)c1 | -5 | 0.3 | 0 | 104 | 2 | -3 | 2 | 7 | -3
CCN1CCN(C(=O)CSc2ccc(C)cc2)CC1 | 6 | -0.6 | -4 | 92 | -12 | 8 | -3 | 4 | -3
Cc1cc(C(=O)CSc2nnc(N)s2)c(C)n1CCc1ccc(F)cc1 | 5 | -1.2 | 10 | 96 | 4 | 12 | 3 | 4 | -3
CC1(C)CC(=O)C2=C(C1)c1c(ccc3ccccc13)NC2c1ccc(Br)o1 (centres undefined) | 1 | 2.0 | -13 | 95 | 57* | 6 | 4 | -30 | 1
CCCCc1nc2cc(C(=O)NCc3nccn3CC)ccc2o1 | 2 | 2.3 | -8 | 95 | 1 | -6 | -4 | 1 | -3
CC(C)CC(NC(=O)CNC(=O)C1O[C@@H]2OC(C)(C)O[C@@H]2[C@H]2OC(C)(C)O[C@@H]12)C(=O)O (some centres undefined) | -11 | 2.0 | -11 | 110 | 6 | 4 | -4 | 9 | 2
Cc1ccc(Cl)c2c1=NC(=O)C=2c1[nH]c(=S)[nH]c1O | -10 | 3.2 | -12 | 118 | 2 | 1 | -1 | -5 | 2
Cc1ccc(N2CC(C(=O)N3CCc4ccccc4C3)CC2=O)cc1 (centres undefined) | -6 | 2.5 | 11 | 92 | 1 | 0 | 1 | 0 | 1
O=C(NC(=S)Nc1ccccn1)c1ccccc1 | -4 | -7.5 | -8 | 91 | -6 | -4 | -10 | -10 | -1
C=CCn1c(-c2ccncc2)n[nH]c1=S | 3 | 0.5 | 5 | 92 | -1 | 2 | -5 | 4 | -1
Cc1cccc(NC(=O)C2CCN(C(=O)[C@@H]3Cc4ccccc4CN3)CC2)c1 | 6 | -0.3 | -5 | 99 | -3 | -1 | -1 | 4 | -1
CCOC(=O)C1=C(COC(=O)c2ccc([N+](=O)[O-])o2)NC(=O)NC1C (centres undefined) | -12 | -0.2 | x | 185 | x | x | -3 | 2 | x
COc1cc(/C=N/n2c(-c3cc(C)[nH]n3)n[nH]c2=S)cc(OC)c1O | -4 | -0.9 | -1 | 85 | 3 | -6 | -1 | -7 | -3
COc1ccc(CCNC(=O)CCc2ccc(S(=O)(=O)NCC(C)C)cc2)cc1OC | 20 | -0.6 | 14 | 98 | 1 | 2 | 0 | -19 | -3
COCCN(C(=O)COC(=O)COc1ccc2c(c1)CCC2)c1c(N)n(Cc2ccccc2)c(=O)[nH]c1=O | 5 | -3.1 | 6 | 110 | -4 | 1 | 1 | 3 | -1
Cc1ccc(OCC(=O)NNC(=O)c2ccoc2C)c(Br)c1 | -2 | 1.3 | 6 | 110 | -14 | 1 | -3 | -2 | 0
COc1ccc(CN(CC(=O)NCC2CCCO2)C(=O)CNS(=O)(=O)c2ccccc2)cc1 (centres undefined) | -4 | 2.5 | -5 | 94 | -3 | -14 | -2 | 25 | -4
O=C(N/N=C/c1ccccc1F)c1ccc(COc2ccccc2Cl)o1 | -8 | 7.0 | 8 | 89 | 3 | -1 | 2 | 1 | -3
O=C(CCNC(=O)c1ccccc1)Nc1cccnc1 | 9 | -2.6 | 0 | 108 | 0 | -4 | 3 | -7 | 1
